# bIAP inh: intestinal alkaline phosphatase (bovine) inhibition. AID 1019. 190,000 tested, under 10 active. inhibition, % at 20 µM. purified bovine IAP, CDP-star luminescence, 30 min;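 active means over 50% inhibition of intestinal alkaline phosphatase at 20 µM in the single-dose screen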
#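 Incubation: 30 min reaction at room temperature / Material: purified bovine intestinal alkaline phosphatase (IAP) enzyme / Input: enzyme at 1/65,000,000 dilution / Dosing: 20 µM single dose / Signal: CDP-star luminescence signal / Reagent: CDP-star chemiluminescent phosphatase substrate, 30 µM final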
# PPARg SRC3 recr: agonists of human PPARgamma SRC-3 coactivator recruitment | biochemical PPARgamma/SRC-3 coactivator recruitment assay | activation, % at 8 µM | hit rate 0.26% among 200,000 | P37231 | AID 731; in the data active means activation above about 23%;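 further: 0% = DMSO and 100% = reference agonist; some compounds past the cut are filed as inactive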
# Target sequence (P37231 whole entry, looked up): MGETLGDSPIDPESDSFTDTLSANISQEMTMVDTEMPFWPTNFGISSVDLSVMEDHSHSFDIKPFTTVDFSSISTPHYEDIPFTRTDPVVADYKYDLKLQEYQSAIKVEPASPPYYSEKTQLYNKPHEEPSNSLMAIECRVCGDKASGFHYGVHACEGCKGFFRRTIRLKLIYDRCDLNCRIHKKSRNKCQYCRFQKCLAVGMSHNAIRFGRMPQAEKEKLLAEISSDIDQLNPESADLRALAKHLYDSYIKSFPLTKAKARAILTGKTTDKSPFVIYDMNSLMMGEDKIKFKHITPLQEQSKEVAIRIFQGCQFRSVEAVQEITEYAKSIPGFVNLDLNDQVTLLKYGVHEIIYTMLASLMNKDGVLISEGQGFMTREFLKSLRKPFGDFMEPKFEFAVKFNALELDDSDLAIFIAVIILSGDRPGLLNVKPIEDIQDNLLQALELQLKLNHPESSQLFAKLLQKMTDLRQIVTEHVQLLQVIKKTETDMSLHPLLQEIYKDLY
# TR-FRET SRC-2 ct: flags TR-FRET format artefacts in PPARgamma SRC-2 recruitment agonist screen. hit rate 0.4% among 200,000. TR-FRET ratio at 8 µM. TR-FRET artefact counter-screen; active compounds read high. AID 1049; in the data active means TR-FRET ratio above about 2000; further: inactives centre near 1500
# PPARg SRC1 recr: agonists of human PPARgamma SRC-1 coactivator recruitment | P37231 | activation, % at 8 µM | PPARgamma-SRC-1 coactivator recruitment biochemical assay | hit rate 0.41% among 200,000 | AID 631; in the data active means activation above about 19%;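 further: 0% = DMSO and 100% = reference agonist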
# STAT3 inh: reduces IL-6 driven STAT3 reporter signal; U3A cells, IL-6 STAT3-luciferase reporter, luminescence; host cell line lacks STAT1; inhibition, % at 5.5 µM; hit rate 0.89% among 190,000;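 active means inhibition above the mean inhibition across all screened compounds plus 3 SD, cut at about 44% in these data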;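 further: 0% = DMSO only wells and 100% = 100 µM nifuroxazide control wells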
# PPARg SRC-2 ag: promotes SRC-2 coactivator recruitment by human PPARgamma | P37231 | PPARgamma LBD-SRC-2 recruitment, biochemical | activation, % at 8 µM | hit rate 0.34% among 200,000 | AID 1032; in the data active means activation above about 22%;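 further: 0% = vehicle and 100% = reference agonist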
# ROMK mod: human ROMK K+ channel modulation, primary screen; B-score at 10 µM; P48048; hit rate 2% among 130,000; Tet-inducible ROMK, thallium flux fluorescence; actives lie on both sides;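 active means signal ratio slope over the read window, or its plate-corrected B-score, at least 3 SD from the plate mean, either direction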;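 further: B-score of the F/F0 ratio slope over 7 to 12 s after thallium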
# Target sequence (P48048 whole entry, looked up): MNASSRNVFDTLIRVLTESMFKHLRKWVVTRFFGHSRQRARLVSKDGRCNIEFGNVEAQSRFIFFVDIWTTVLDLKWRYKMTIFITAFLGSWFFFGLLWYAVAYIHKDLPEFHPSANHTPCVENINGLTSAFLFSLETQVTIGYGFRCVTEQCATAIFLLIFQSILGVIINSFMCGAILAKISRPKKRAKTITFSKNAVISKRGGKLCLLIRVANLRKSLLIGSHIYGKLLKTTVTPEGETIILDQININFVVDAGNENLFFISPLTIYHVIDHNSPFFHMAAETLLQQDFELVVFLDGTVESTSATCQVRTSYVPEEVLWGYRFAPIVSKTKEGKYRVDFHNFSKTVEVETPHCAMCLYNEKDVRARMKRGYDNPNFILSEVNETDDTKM
# STAT3 activator: STAT3 signaling activation; U3A cells, IL-6 STAT3-luciferase reporter, luminescence; 100% = signal with IL-6 EC80 alone; activation (% of control), % at 5.6 µM; hit rate 0.91% among 190,000;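 active means activation above the screen-wide mean of compound activation plus 3 SD, cut at about 130% in these data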;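 further: 0% = background luminescence of wells with medium and substrate only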
#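 Detection: reporter luminescence signal / Assay system: STAT1-lacking human U3A cells, STAT3 luciferase reporter / Incubation: compound pre-incubation 1 h before IL-6, then 6 h stimulation at 37 °C / Control set: IL-6-only high control / Read-out: % activation relative to IL-6 control / Probe or stimulus: Interleukin-6, 33 ng/mL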
# bIAP act: intestinal alkaline phosphatase (bovine) activation; purified bovine IAP, CDP-star luminescence, 30 min; active compounds read high; fold of DMSO-control signal, blank-subtracted; activation factor at 20 µM; hit rate 0.17% among 200,000; AID 1016;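 active means activation factor of 2 or more at 20 µM, a signal rise over negative controls twice the positive control's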
# TNAP act hiacc: increases human TNAP activity under high phosphate acceptor concentration; P05186; purified TNAP, CDP-star luminescence, 1 M DEA, 30 min; active compounds read high; 0 = EDTA background, 1 = DMSO-only activity; activation factor at 20 µM; 200,000 tested, under 10 active;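 active means activation factor at least 2 at 20 µM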
#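 Assay system: human TNAP; Input: enzyme diluted 1/800 final; Reagent: CDP-star luminogenic substrate at 100 µM final; Timing: 30 min, room temperature; Signal: luminescence; Evaluation: TNAP activation factor scaled between EDTA and DMSO control wells.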
# STAT1 blocker: reduces IFN-gamma driven STAT1 reporter signal; NIH 3T3 STAT1-luciferase reporter, luminescence; inhibition, % at 5.5 µM; hit rate 0.35% among 200,000;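 active means inhibition above a set limit, the mean inhibition across all tested compounds plus 3 SD, cut at about 34% in these data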;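 further: 0% = IFN-gamma with DMSO and 100% = IFN-gamma with 300 µM nifuroxazide; values of inactives mirror those of a sister screen read the other way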
# * hit, by the source's call; x = no result given.
Compound	bIAP inh	PPARg SRC3 recr	TR-FRET SRC-2 ct	PPARg SRC1 recr	STAT3 inh	PPARg SRC-2 ag	ROMK mod	STAT3 activator	bIAP act	TNAP act hiacc	STAT1 blocker
O=C(Cc1ccccc1)N1CCCC(c2nc(-c3ccc(S(=O)(=O)N4CCCC4)cc3)no2)C1 (centres undefined)	3	-1	1486	2	9	8	-1	97	1	1	19
CCOC(=O)CC(NC(=O)CCc1c(C)nc2nc(C)nn2c1C)c1ccc(OC(C)C)cc1 (centres undefined)	-2	3	1666	5	6	6	1.3	101	1	1	-4
CC(C)CCNC(=O)C1CC(c2cccc([N+](=O)[O-])c2)=NO1 (centres undefined)	5	3	1495	1	6	-8	x	98	0.9	1	5
CCOC(=O)c1nn(-c2ccc(F)cc2)c2nc(Nc3ccccc3)cc(=O)n12	-10	2	1669	-3	4	3	x	99	1.1	1.1	5
CCN(CC(=O)NC1CCS(=O)(=O)C1)c1ccc(S(C)(=O)=O)cc1[N+](=O)[O-] (centres undefined)	7	8	1346	5	0	-4	x	103	0.9	0.9	1
O=C(CCCSc1nc2ccccc2[nH]1)N1CCN(c2ccc([N+](=O)[O-])cc2)CC1	28	4	1510	-2	21	-4	-5.4*	86	0.7	0.9	13
CCSc1cnc(-c2ccccc2)n1CC	9	10	1555	8	18	10	-0.35	91	0.9	1	4
Cn1cc(C(=O)NCCO)c(=O)c2ccccc21	0	4	1531	-6	9	2	-0.53	99	1	1	-1
Cc1ccc2nc(-c3ccccc3)c(CC(=O)O)c(C(=O)O)c2c1	-2	-1	1645	4	-26	5	-0.044	122	1	1.1	1
Cc1cc(C(=O)NCCCN2CCCC2=O)cs1	1	-9	1500	8	5	16	-0.1	99	1	1	5
O=S(=O)(c1cccc(-c2cn3cccnc3n2)c1)N1CCOCC1	8	2	1801	1	9	12	x	98	0.9	1.1	7
Cc1ccc(C)c(NC(=S)N(Cc2cccc(Br)c2)CC2CCC(C(=O)O)CC2)c1 (centres undefined)	-7	0	1662	13	1	8	-0.0029	101	1.1	1	-6
O=[N+]([O-])c1ccc(NCCCN2CCOCC2)c(Cl)c1	16	1	1495	3	3	10	-0.18	102	0.8	1	-9
CN(CC(=O)NC1CCCc2ccccc21)S(=O)(=O)c1cccs1 (centres undefined)	6	0	1675	5	-12	3	-1.1	108	0.9	1	0
O=C(O)c1cc(NC(=O)c2ccc(Cl)c([N+](=O)[O-])c2)cc(C(=O)O)c1	-17	1	1523	-4	5	3	-0.35	99	1.2	1	-4
O=C(Nc1ccc2c(c1)OCO2)C1CCN(Cc2cnn(-c3ccccc3)c2-n2cccc2)CC1	-76	0	1702	6	8	9	-2.5	94	1.8	1.1	3
O=C(CN1CCCCC1)Nc1ccc(NC(=O)c2ccccc2Cl)cc1Cl	-2	0	1572	0	2	8	-0.035	96	1	1	14
O=C(Cn1nc(-c2ccc(Cl)cc2)ccc1=O)NCC1CCCO1 (centres undefined)	8	-1	1554	6	8	-3	x	100	0.9	1.1	-3
Cc1cccc(N(CC(=O)NC2CCCCC2)C(=O)c2ccc(C)s2)c1	1	-1	1398	-8	4	0	x	101	1	1	12
Cn1c(-c2cccc(Br)c2)n[nH]c1=O	14	-4	1363	-8	6	-4	-0.0041	99	0.9	1.1	1
Cc1ccc(-n2c(SCC(=O)N3CCCC3)nc3c(c2=O)SCC3)cc1	6	0	1496	4	17	0	x	91	0.9	1.1	10
Cc1ccc(OC(=O)c2cccc(C(=O)Oc3ccc(C)cc3)n2)cc1	7	-7	1528	-3	9	1	x	96	0.9	1	7
CC(Sc1nc(-c2ccccc2)nc2c1COC(C)(C)C2)C(=O)N1CCOCC1 (centres undefined)	-4	11	1586	3	3	4	-0.83	98	1	1	-5
COc1cc2[nH]c(=O)n(CCCCCC(=O)NCCCN3CCCC3=O)c(=O)c2cc1OC	6	7	1497	4	6	8	0.59	99	0.9	1	4
COc1cccc(-c2noc(C(C)n3nc(C)c([N+](=O)[O-])c3C)n2)c1 (centres undefined)	9	-4	1609	1	1	9	-0.05	106	0.9	1.1	-7
O=C(COc1ccccc1)N1CCN(S(=O)(=O)c2cccs2)CC1	18	-2	1577	5	7	8	x	100	0.8	1	-5
CCOC(=O)CSc1nc2ccccc2n2cnnc12	-2	5	1541	4	10	12	-0.23	95	1	1	-4
O=C(C1CC1c1ccccc1)N1CCOCC1 (centres undefined)	10	-6	1449	-5	10	1	x	96	0.9	1.1	7
COc1ccc(CN2CCNC(=O)C2CC(=O)N(C)Cc2ccncn2)c(OC)c1 (centres undefined)	-16	-5	1495	-4	7	-8	0.76	104	1.2	1	-1
COc1ccccc1CNC(=O)c1ccc(NS(=O)(=O)c2c(C)noc2C)cc1	4	-5	1635	12	7	4	x	102	1	1	-6
CCOc1ccc(CC(=O)OCN2C(=O)c3ccccc3C2=O)cc1	0	1	1764	-6	0	-9	x	104	1	1	3
Cc1ccc(CNC(=O)C(Cc2ccccc2)NS(=O)(=O)c2ccc(Br)s2)cc1 (centres undefined)	4	0	1666	2	2	4	-0.5	101	1	1	-8
COc1ccc(-n2nc(C(=O)NCC(=O)N3CCN(c4ccccn4)CC3)c3ccccc3c2=O)cc1OC	-6	1	1823	4	4	1	-0.47	102	1.1	1	-17
CCC(C)NCc1ccc(C(=O)OC)o1 (centres undefined)	4	1	1445	0	-4	7	x	104	1	1	-3
O=C(Cn1cc(SCc2cccc(Cl)c2)c2ccccc21)N1CCOCC1	5	-3	1522	2	-14	-3	x	114	1	1	-7
Cc1sc2ncnc(SCC(=O)N3c4ccccc4Sc4ccc(Cl)cc43)c2c1C	9	0	1727	-3	-1	8	0.51	99	0.9	1	5
CCC(=O)c1ccc(N2CCN(C(=O)Cc3ccccc3)CC2)c(F)c1	8	14	1591	3	5	5	x	97	0.9	1	-2
CCc1ccc(-c2nc(NC(=O)c3ccc(OCC(=O)Nc4ccc(F)cc4)c(OC)c3)sc2C)cc1	5	6	1590	2	-6	8	0.017	103	0.9	0.9	5
Cc1nc(NC(=O)COc2ccc(Cl)cc2)sc1C(=O)N(C)C	-7	-2	1664	1	10	10	x	94	1.1	1.1	12
Cc1cc(C)[n+](-c2ccc(C(C)C)cc2)c2[nH]c(=O)[nH]c(=O)c12	15	-4	1521	1	-11	5	-0.0027	113	0.8	1	-3
O=c1c2ccccc2nc(/C=C/c2cccc([N+](=O)[O-])c2)n1CCCO	x	-10	1419	5	17	-6	x	94	x	x	-4
Cc1ccc2cc(CN(Cc3ccco3)C(=O)C3CCCCC3)c(=O)[nH]c2c1C	0	4	1440	9	7	0	x	101	1	1	-2
Cc1c(CCO)sc[n+]1CC(=O)OCCC12CC3CC(CC(C3)C1)C2	2	0	1440	-1	-2	1	-0.1	100	1	1	1
Cc1ccc2nc(-c3ccc(SCC(=O)Nc4nc(C)cs4)nc3)[nH]c2c1	12	-3	1553	2	-16	-5	2.2	111	0.9	1	-52
O=c1c(-c2nnc(SCc3ccc(Cl)c(Cl)c3)o2)cccn1Cc1ccccc1	1	-4	1531	7	22	6	x	89	1	1	2
COC(=O)Oc1ccc(/C=N/NC(=O)CN(c2ccccc2Cl)S(C)(=O)=O)cc1OC	-6	5	1654	1	0	4	-0.15	98	1.1	1	6
CCOC(=O)Cc1cc(=O)n2[nH]c(-c3ccccc3)c(-c3ccccc3)c2n1	-8	7	1636	9	2	1	0.65	103	1.1	1	-5
OC(CN1CCN(c2cccc(C(F)(F)F)c2)CC1)c1c[nH]c2ccccc12 (centres undefined)	0	-3	1587	3	-38	7	x	135*	1	1.1	7
CCN1C(=O)CC(N2CCC(Nc3ccc(F)cc3)CC2)C1=O (centres undefined)	4	4	1473	4	-1	15	x	104	1	1	-2
COc1ccccc1-n1c(CNc2c(C)cccc2C)nnc1SCC(=O)N1CCOCC1	-2	0	1603	-4	-3	-6	1.8	105	1	1	3
COc1ccccc1-c1cc(C(F)(F)F)nc(N2CCCC2)n1	-2	-1	1601	8	0	5	-0.72	105	1	1	11
CCNc1nc(C)cc(COC)c1C#N	6	14	1707	-4	5	6	0.46	102	0.9	1	0
COc1cc(-c2nc(C)c(C(C)=O)n2O)ccc1OCC(=O)Nc1ccc(Cl)cc1	0	1	1606	0	8	1	-1.8	98	1	1	-17
CC1(C)OC(=O)N(CC(=O)Nc2ccccc2)C1(C)O (centres undefined)	1	2	1571	-3	0	-5	-0.2	102	1	1.1	-4
Nc1c(-c2ccc(F)cc2)cnn1C1CCS(=O)(=O)C1 (centres undefined)	8	-2	1607	0	0	10	-0.097	100	0.9	1.1	6
CCC1(C)Cc2c(sc3c2c(=O)n(C)c2nnc(SCc4ccc5c(c4)OCO5)n32)CO1 (centres undefined)	9	3	1429	3	-3	9	-0.012	103	0.9	1.1	-11
CCC(=O)N1CCN(c2ccccc2NC(=S)NC(=O)c2cccc([N+](=O)[O-])c2)CC1	-1	0	1446	4	-6	8	0.023	114	1	1	4
Cc1ccc(C(=O)N/C(=C\c2ccco2)C(=O)NCC2CCCO2)cc1C (centres undefined)	-3	-2	1350	-2	-7	10	0.42	104	1	1.1	1
CC(C)NC(=O)COc1ccc2c(c1)C(=O)CC(C)(C)O2	8	0	1532	4	13	0	-0.59	96	0.9	1	-6

# Of the compounds above, 2 have a CF3 group:
Compound	bIAP inh	PPARg SRC3 recr	TR-FRET SRC-2 ct	PPARg SRC1 recr	STAT3 inh	PPARg SRC-2 ag	ROMK mod	STAT3 activator	bIAP act	TNAP act hiacc	STAT1 blocker
OC(CN1CCN(c2cccc(C(F)(F)F)c2)CC1)c1c[nH]c2ccccc12 (centres undefined)	0	-3	1587	3	-38	7	x	135*	1	1.1	7
COc1ccccc1-c1cc(C(F)(F)F)nc(N2CCCC2)n1	-2	-1	1601	8	0	5	-0.72	105	1	1	11

# Reprinted at random: two records from the list.
Compound	bIAP inh	PPARg SRC3 recr	TR-FRET SRC-2 ct	PPARg SRC1 recr	STAT3 inh	PPARg SRC-2 ag	ROMK mod	STAT3 activator	bIAP act	TNAP act hiacc	STAT1 blocker
O=c1c(-c2nnc(SCc3ccc(Cl)c(Cl)c3)o2)cccn1Cc1ccccc1	1	-4	1531	7	22	6	x	89	1	1	2
CCNc1nc(C)cc(COC)c1C#N	6	14	1707	-4	5	6	0.46	102	0.9	1	0

# High-throughput results: PubChem, several laboratories
